P. falciparum M17LAP: P. falciparum M17LAP inhibitors, primary screen, biochemical, fluorogenic H-Leu-NHMec substrate, 1536-well (AID 1619). recombinant M17LAP, H-Leu-NHMec fluorogenic kinetic assay; higher % means a stronger effect. one-dose inhibition, % at 30 µM; IC50 in µM for titrated hits. 0.38% of 220,000 active. Leucine aminopeptidase (Plasmodium falciparum (isolate 3D7));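 active = compound inhibiting the enzyme by more than half at any dose during confirmatory dose-response retesting; inconclusive = strong single-dose inhibitors picked by rank but not retested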;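 note: plate controls were full reaction with DMSO carrier for no effect and no enzyme background for full effect; strong numbers were not always called active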
Dynein cargo inh: inhibitors of GR-EGFP nuclear translocation, primary screen, dynein cargo transport inhibitor project, imaging, high-content, 3617.4 mouse cells; test concentration mostly 20 µM; stimulated with dexamethasone, 1 µM; hits give low values; z-score, hits read low; 0.47% of 220,000 active; AID 1381, 2008;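 active = plate z-score of nuclear minus cytoplasmic receptor signal below a set negative limit, without overly bright fluorescence or cell loss, cut at about -3.5 in these data, passing the limit was not always enough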;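 note: z-score of nuclear minus cytoplasmic ring GR-EGFP intensity difference per well; some compounds called inactive have numbers as strong as hits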
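Buffer or medium – tet-free medium with charcoal-stripped serum · Signal – automated 10x imaging of fixed Hoechst-stained cells · Also added – dexamethasone agonist, 1.0 µM final, for 30 min · Incubation – induction 48 h, compound 1 h, agonist 30 min · Read-out – GR-EGFP nuclear translocation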
MT stabilizer: microtubule stabilizers in HeLa cells, primary screen, imaging, high-content imaging. % tubulin-high responders, % at 10 µM. 0.83% of 200,000 active. HeLa tubulin immunostaining HCS, 24 h; share of cells brighter than vehicle mean+2SD. AID 2205, 2009;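 active = plate Z-score above 3 for both tubulin-high and condensed-nucleus cell shares, with cell loss under 80%, at 10 µM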;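 note: anti alpha tubulin signal scored within the nucleus-defined area of each cell; some results filed as inactive read as strong as hits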
NOD2 inhibition: NOD2 signaling inhibitors, cell-based, luminescence, uHTS, HEK293 (AID 1566); HEK293 NOD2/NF-kB luciferase reporter, luminescence; higher % means a stronger effect; inhibition, % at 4 µM, or EC50 in µM where a hit was titrated; 0.63% of 290,000 active; in the data active = inhibition above about 50%; note: many of its hits are not listed in these tables
Autophagy mod: autophagy modulators in MEF cells, primary screen, imaging, high-content, MEF GFP-LC3; MEF GFP-LC3 puncta imaging; test concentration mostly 10 µM; calls only at 10 µM (by protocol); 0.98% of 190,000 active; AID 463193, 2010;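 active = percentage of spot-positive cells more than 3 SD above its plate mean, without a fluorescence outlier flag or 80% toxicity; inconclusive = no clear call, values can overlap the other calls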;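 note: spot-positive cell cutoff set from DMSO-treated cells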
Insulin prom up: insulin promoter activators in MIN6 cells, imaging, high-content screening, mouse beta cells; MIN6 insulin promoter-GFP reporter; hits give high values; z-score at 5 µM; 0.3% of 190,000 active; AID 1625, 2009;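 active = z-score above 3 at 5 µM with at least 500 cells counted in the well; inconclusive = wells under 500 cells, flagged as cytotoxic or low count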
Yfh1-depleted yeast: enhancers of respiration in Yfh1-depleted yeast, dose response, Friedreich's ataxia, plus single-dose screen (AID 1465); 0.074% of 220,000 active; S. cerevisiae Yfh1-off respiration, WST-1 reduction, 72 h; higher fold induction means a stronger effect; one-dose fold induction at 50 µM; EC50 in µM for titrated hits;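 active = fold induction of absorbance versus untreated yeast above a set limit, then at least 30% activation at any dose in follow-up; inconclusive = repeats straddling the limit, or above it without dose testing; inactive = fold induction below the set limit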;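 note: activators that raise dye reduction in frataxin-depleted yeast; strong numbers were not always called active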
b-catenin transl: modulators of beta-catenin nuclear translocation, primary screen, imaging, HeLa cells, immunofluorescence, high-content; nuclear translocation activity, % at 5 µM; 0.3% of 190,000 active; AID 1665, 2009;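 active = nuclear translocation activity above 50% at 5 µM, with a well cell count of 50 or more; inconclusive = wells under 50 cells across six images, flagged as toxic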;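 note: per-cell ratio of nuclear to cytoplasmic median beta-catenin stain intensity; plate controls were DMSO negative control for no effect and GSK-3 inhibitor IX positive control for full effect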
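Test system: human HeLa cell line; Doses: 5 µM primary, 0.02–20 µM confirmation; Incubation: 24 h compound exposure, 37°C; Detection: beta-catenin immunofluorescence imaging with DAPI; Read-out: beta-catenin nuclear/cytoplasmic ratio, % activation.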
NOD1 inhibition: NOD1 signaling inhibitors, primary screen, cell-based, luminescence, uHTS (AID 1578); NOD1-driven NF-kB luciferase reporter cells, luminescence; higher % means a stronger effect; inhibition, % at 4 µM, or EC50 in µM where a hit was titrated; 1% of 290,000 active; in the data active = inhibition mostly above about 36%, no sharp cut-off; inactive = mostly below about 34%;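 note: HEK-293T reporter cells stimulated with the NOD1 agonist gamma-tri-DAP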
Dynein cargo inh cytoplasmic EGFP: further read-out of Dynein cargo inh, marked with its call; z-score; measured here: cytoplasmic GR-EGFP intensity; hits give high values
Dynein cargo inh nuclear GR-EGFP: further read-out of Dynein cargo inh, marked with its call; z-score; measured here: nuclear GR-EGFP intensity;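 lower value marks the stronger effect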
Dynein cargo inh cell count: also measured in Dynein cargo inh; calls as there; z-score; measured here: cell count per field
Insulin prom up cell count: recorded beside Insulin prom up, whose call it bears; cell count; measured here: cytotoxicity, nuclei count;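 total cells summed across four imaged fields per well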
b-catenin transl cell count 5 µM: also measured in b-catenin transl; calls as there; cell count; measured here: cell count, cytotoxicity flag
MT stabilizer Hoechst-high %: second read-out of MT stabilizer, no call of its own (marks repeat the call); % Hoechst-high responders; measured here: nuclear condensation Hoechst responders;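 share of cells brighter than vehicle mean plus two SD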
MT stabilizer cytotoxicity %: further read-out of MT stabilizer, marked with its call; toxicity, %; measured here: cytotoxicity by cell density;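 0% = mean cell density of plate MIN control wells and 100% = no cells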
Autophagy mod cell loss 18 h: also measured in Autophagy mod; calls as there; toxicity, %; measured here: cell loss, nuclei count;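 cell loss after 18 h compound exposure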
* marks the source's active call; other numbers are inactive results; i = inactive; ? = inconclusive; / = not tested or not shown; + = active, no number. These rows are one share of the data; rates above refer to the full screens.

SMILES	P. falciparum M17LAP	Dynein cargo inh	Dynein cargo inh cytoplasmic EGFP	Dynein cargo inh nuclear GR-EGFP	Dynein cargo inh cell count	MT stabilizer	MT stabilizer Hoechst-high %	MT stabilizer cytotoxicity %	NOD2 inhibition	Autophagy mod	Autophagy mod cell loss 18 h	Insulin prom up	Insulin prom up cell count	Yfh1-depleted yeast	b-catenin transl	b-catenin transl cell count 5 µM	NOD1 inhibition
Cc1cc(C)n(C(=O)CCCCCCCC(=O)n2nc(C)cc2C)n1	11%	-0.59	-0.17	0.04	-0.46	5.4	1.0	3.9	7%	i	23	/	/	i	2.2	553	-27%
Cc1ccc(C)c(NC(=O)CCN2CCc3ccccc3C2)c1	-1%	0.93	-0.17	0.37	-0.82	1.7	2.2	7.0	-1%	i	7	/	/	i	0.1	1375	-20%
NCCCCCC(=O)Nc1ccncc1	7%	-1.3	-0.17	-0.37	0.86	/	/	/	15%	/	/	-0.12	1154	i	-0.3	1371	-9%
Cc1ccc(OC(=O)c2ccc(C)c(C)c2)cn1	17%	2.2	-0.1	1.2	-1.1	8.2	1.9	2.3	14%	i	6	-0.01	1576	i	0.3	1409	4%
CCOC(=O)CNC(=O)CSc1nnnn1-c1ccc(C)c(C)c1	2%	-0.76	-0.17	-0.25	1.9	1.7	2.2	7.2	7%	i	-10	0.05	1314	i	-5.5	983	-6%
Nn1cc(-c2ccccc2)nc1SCC(=O)N1CCN(S(=O)(=O)c2ccc3ccccc3c2)CC1	3%	-0.29	-0.2	0.45	0.46	2.6	1.4	7.8	19%	i	-11	/	/	i	-2.4	1091	8%
O=C(/C=C/c1ccc(Cl)cc1)NC1CCS(=O)(=O)C1 (stereo not given)	-12%	-0.76	-0.087	-0.54	-0.15	2.3	2.0	3.8	2%	i	-7	-0.2	1197	i	-5.0	1081	-17%
CCCc1c(NC(=O)Nc2ccc(Cl)cc2Cl)cnn1-c1ccccc1	9%	-0.42	-0.25	-0.23	0.048	/	/	/	-51%	/	/	-0.61	1442	i	-3.5	1211	2%
CN1CCC(=C2c3ccccc3C(O)c3ccccc32)CC1 (stereo not given)	5%	0.63	-0.24	0.74	-0.024	/	/	/	-23%	/	/	2.1	968	i	-1.1	1265	15%
CCOC(=O)C(C)c1nc2ccccc2[nH]c1=O (stereo not given)	-9%	0.26	-0.2	0.1	0.53	2.4	1.9	6.3	-3%	i	-4	1.3	1224	i	-0.8	1010	-8%
CC(C)OC(=O)CCC1(C(=O)O)CCC(=O)NC1 (stereo not given)	-3%	-0.27	0.0079	0.14	-0.14	4.7	2.9	5.6	4%	i	-2	0.57	1570	i	-2.6	952	-8%
COc1ccc(CNC(=O)Cn2ncn3c(cc4ccccc43)c2=O)cc1	-8%	-0.61	-0.24	0.11	0.68	/	/	/	10%	/	/	-0.02	1033	i	0.3	1283	-8%
CCc1ccc(CCC(=O)Nc2ccc(S(N)(=O)=O)cc2)o1	-8%	-1.5	-0.1	-1.3	0.64	2.5	1.3	7.8	-4%	i	2	0.5	1272	i	/	/	-11%
Cn1cc(Br)c(C(=O)NN2C(=O)C3C(C2=O)C2C=CC3C23CC3)n1 (stereo not given)	6%	0.49	-0.31	0.53	0.3	3.0	1.5	10	10%	i	28	0.46	1540	i	-6.3	1073	-33%
COc1ccc(N(CC(O)Cn2cnc3ccccc32)S(=O)(=O)c2ccc(C)cc2)cc1 (stereo not given)	11%	-0.53	-0.3	-0.69	1	2.3	3.5	6.3	8%	i	-13	/	/	i	-0.5	1059	-22%
Nc1c2c(nc3ccc(Br)cc13)N(C1CCCCC1)CC2	22%	-0.6	-0.14	-0.92	0.63	2.5	3.9	3.3	-5%	i	14	-5.6	827	i	20	769	-31%
CCN(CC)C(=O)c1cc2c(=O)c3cc(Cl)ccc3oc2nc1C	3%	1.1	0.014	0.43	-0.26	2.3	3.1	16	-15%	i	15	0.23	1329	i	-0.1	1468	-23%
O=C(CSc1ccc2nnc(-c3ccccn3)n2n1)NCc1ccco1	-3%	0.29	-0.15	0.22	-0.52	2.2	3.6	9.3	4%	+	59*	0.79	1172	i	-0.1	904	-12%
COc1cccc(OCCNC(=O)c2cccc(OC)c2)c1	-2%	1.3	-0.24	0.39	-0.25	1.9	2.1	3.0	-9%	i	15	0.8	1226	i	/	/	-17%
O=c1c2cc(N3CCOCC3)ccc2[nH]c(=S)n1CCCN1CCCCC1	-15%	1.7	-0.2	1.2	-1.9	4.2	1.0	3.6	-6%	i	-7	-0.82	1353	i	0.0	992	-25%
COc1cc2c(C(=O)NC3CCCCCC3)cn(C)c(=O)c2cc1OC	1%	0.46	-0.28	0.34	-0.71	4.2	2.7	5.4	4%	i	-4	0.72	1431	i	0.7	1335	14%
NC(=O)CC(NC(=O)c1ccc(Br)cc1)c1ccc(N2CCN(c3ccc(F)cc3)CC2)c([N+](=O)[O-])c1 (stereo not given)	-6%	-0.052	-0.71	-0.073	0.51	/	/	/	-3%	/	/	-0.3	887	i	0.0	1291	-13%
COC(=O)N1CCCc2cc(C)ccc21	-4%	0.13	-0.31	0.34	0.1	5.7	3.0	5.6	6%	i	-1	0.15	1668	i	-5.0	1144	-18%
CCN(Cc1ccncc1)C(=O)c1cccs1	-7%	-0.37	-0.15	-0.059	0.14	1.9	1.6	7.6	8%	i	-5	0.6	982	i	1.3	1123	-5%
CCc1cc2c(=O)n(-c3ccccc3)cnc2s1	8%	-0.86	-0.24	-0.6	-0.39	3.8	1.8	6.4	-36%	i	-1	/	/	i	-0.4	1130	-18%
Cc1cc(C)c(C)c(S(=O)(=O)N[C@@H](C)C(=O)OCc2cc(=O)n3cc(Br)ccc3n2)c1C	1%	0.029	-0.23	0.3	0.47	7.7	6.6	25	-6%	i	-7	0.1	1594	i	2.1	838	-16%
COC(C[C@H]1O[C@H]1[C@H](O)COCc1ccccc1)OC	6%	-0.78	-0.78	-0.35	0.5	/	/	/	20%	/	/	0	1041	i	0.4	1168	2%
O=C1CN(C(=O)CSc2nnnn2-c2ccc(Cl)cc2)c2ccccc2N1	10%	-0.38	-0.28	-0.32	-0.76	5.1	4.2	8.2	-6%	i	15	0.63	1003	i	0.4	886	-21%
CC1c2[nH]c3ccccc3c2CCN1C(=O)Nc1ccccc1 (stereo not given)	-2%	1.9	-0.3	1.1	1.7	43*	21*	35*	2%	i	2	?	/	i	4.9	1014	-22%
Cc1nc(SCC(=O)c2ccccc2)c([N+](=O)[O-])[nH]1	-96%	-0.49	-0.21	-0.39	0.13	3.9	2.5	2.2	33%	i	-22	0.94	1596	?	-4.2	1042	-6%
CN1CCN(C(=O)CCc2nc3ccccc3n2-c2ccccc2)CC1	-10%	-0.61	-0.28	-0.6	0.85	2.3	2.8	6.5	6%	i	-1	0.17	1336	i	/	/	-24%
COc1cccc(C(=O)c2c[nH]c(C(=O)NCc3cccs3)c2)c1	1%	/	/	/	/	1.6	1.0	8.6	-10%	i	9	-0.1	1790	i	-0.6	1040	-39%
COCCCn1c(=O)c2ccccc2c2ccccc2c1=O	7%	-0.23	-0.33	0.19	0.37	4.6	1.7	15	21%	i	-6	/	/	i	/	/	-5%
Cc1ccc(NS(=O)(=O)c2ccc(Br)s2)cc1S(=O)(=O)N1CCOCC1	4%	-0.39	-0.26	-0.18	0.74	1.8	2.6	3.2	-9%	i	-26	1.4	1562	i	-0.3	911	-20%
Cc1c(C(=O)Nc2nc3ccccc3[nH]2)oc2ccccc12	10%	-0.1	-0.27	-0.23	0.16	2.6	2.6	0.6	-94%	i	-6	-0.34	1416	i	-5.2	1059	-42%
CC(=O)c1cc(C#N)c(NCc2ccccc2)nc1C	0%	0.11	-0.29	0.21	0.38	2.0	1.9	1.8	14%	i	13	0.13	1288	i	-2.1	1072	-41%
Cc1ccc(CN2CCN(Cc3cnn(-c4ccc(Cl)cc4)c3)CC2CCO)o1 (stereo not given)	/	-1.5	-0.27	-0.37	1.3	1.7	2.0	11	14%	i	-5	-1.9	1536	i	1.7	1017	-21%
Cc1cc(NC(=O)c2cnn3c(C(F)(F)F)cc(-c4ccccc4)nc23)no1	1%	0.41	0.78	0.56	-0.43	2.2	2.5	0.2	20%	i	25	-4.1	1372	i	0.2	1220	-8%
O=C(Cn1[nH]c(=O)c2ccccc2c1=O)OCC(=O)N(Cc1ccccc1)Cc1ccccc1	9%	1.1	-0.0072	0.76	-0.53	4.0	2.4	4.3	9%	i	1	-0.35	1069	i	/	/	-15%
CC1(C)N=C(c2cccc(F)c2)C(=O)N1	1%	-0.09	-0.19	0.26	0.33	5.1	1.4	2.6	-1%	i	7	0.53	1338	i	-2.6	876	-10%

Screening data: PubChem BioAssay, several laboratories
